# MEKK2 WT-MEK5: raises or lowers MEK5 binding to wildtype human MEKK2 PB1 domain; Q9Y2U5; binding response (% of control), % at 10 µM; actives 1.1% (n = 290,000); bead flow cytometry, Alexa488-MEK5 binding to MEKK2 WT; actives lie on both sides; in the data active = binding response below about 67% or above about 130%
# GPR7 antag: human neuropeptides B/W receptor 1 antagonism; P48145; GPR7-expressing cells, fluorescence antagonist assay; inhibition, % at 4.4 µM; actives 1.1% (n = 290,000); in the data active = inhibition above about 16%, passing the limit was not always enough;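 also: cells stimulated with the agonist NPW; 0% = agonist with vehicle and 100% = vehicle without agonist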
# NALP1 inh: blocks the NALP1 inflammasome reconstituted in yeast. S. cerevisiae NALP1/ASC/caspase-1 growth, X-gal OD620, 72 h. inhibition, % at 10 µM. actives 0.61% (n = 280,000). AID 2071; in the data active = inhibition mostly above about 24%, no sharp cut-off; inactive = mostly below about 32%; also: some compounds called inactive have numbers as strong as hits
# MEKK3 PB1 HTS: MEKK3-MEK5 PB1 interaction, increase or decrease | Q99759 | bead-based flow cytometry, Alexa488-MEK5 binding to MEKK3; actives lie on both sides; 0 = blocked by unlabeled MEK5, 100 = vehicle | binding response (% of control), % at 10 µM | actives 1.4% (n = 290,000) | AID 1529;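 active = binding response more than 3 SD above or below the average of its plate-row segment, actives on both sides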;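 also: Alexa488 bead fluorescence after subtracting the streptavidin-only scavenger bead signal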
# PHOSPHO1 inh: blocks human PHOSPHO1 phosphatase activity | Q8TCT1 | actives 1.1% (n = 290,000) | inhibition, % at 13.3 µM | recombinant PHOSPHO1, absorbance phosphatase assay; in the data active = inhibition above about 60%
# Target sequence (Q8TCT1 whole entry, looked up): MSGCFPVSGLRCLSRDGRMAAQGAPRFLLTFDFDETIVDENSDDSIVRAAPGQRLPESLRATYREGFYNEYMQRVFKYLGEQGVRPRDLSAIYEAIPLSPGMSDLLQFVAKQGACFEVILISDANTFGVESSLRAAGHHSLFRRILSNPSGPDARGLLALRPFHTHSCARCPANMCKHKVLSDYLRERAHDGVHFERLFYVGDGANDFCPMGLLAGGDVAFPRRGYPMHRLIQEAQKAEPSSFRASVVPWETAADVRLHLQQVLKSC
# V1R ag counter: activates human V1a receptor in oxytocin agonist counter-screen; CHO-V1R cells, Fluo-8 calcium fluorescence, agonist mode; 0% DMSO, 100% 3 nM vasopressin; activation, % at 3 µM; actives 0.25% (n = 320,000);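 active = activation above the mean activation of all tested compounds plus 3 SD, per screening run, cut at about 20% in these data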;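 also: signal is peak over basal fluorescence ratio across a 100 second FLIPR read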
# Target sequence (P37288 whole entry, looked up): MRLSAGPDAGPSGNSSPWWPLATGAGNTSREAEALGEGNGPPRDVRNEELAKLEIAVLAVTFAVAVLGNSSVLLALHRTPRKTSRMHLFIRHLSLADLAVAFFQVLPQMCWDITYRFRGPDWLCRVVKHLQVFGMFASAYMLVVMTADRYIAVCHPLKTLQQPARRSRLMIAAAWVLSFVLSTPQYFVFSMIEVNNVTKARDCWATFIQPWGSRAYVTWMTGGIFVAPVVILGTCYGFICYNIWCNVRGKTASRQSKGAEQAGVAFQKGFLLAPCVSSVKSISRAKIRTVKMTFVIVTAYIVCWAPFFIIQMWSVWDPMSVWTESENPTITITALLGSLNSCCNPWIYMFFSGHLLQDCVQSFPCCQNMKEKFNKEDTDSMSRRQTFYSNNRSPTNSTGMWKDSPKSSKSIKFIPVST
# OXTR ag: agonists of human oxytocin receptor; AID 2435; P30559; actives 0.32% (n = 320,000); activation, % at 3 µM; CHO-OTR cells, Fluo-8 calcium fluorescence; normalized: DMSO 0%, oxytocin 100%;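 active = activation above the mean of all tested compounds plus 3 SD, cutoff set per screening run, cut at about 20% in these data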;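 also: peak over basal fluorescence ratio from a 100 s FLIPR kinetic read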
# MEKK2 mut-MEK5: signal of MEK5 binding to mutant human MEKK2 PB1 domain | bead flow cytometry, Alexa488-MEK5 binding to MEKK2 mutant | percent response, % at 10 µM | actives 0.35% (n = 290,000) | AID 1530; in the data active = percent response above about 24%, passing the limit was not always enough; also: inactives centre near 1; some results filed as inactive read as strong as hits; reference of the scale not given here
# GalR3 antagonist: blocks the human galanin receptor 3 | O60755 | HEK293 GalR3-CNG cAMP membrane potential fluorescence; galR3 body fused to GalR1 C-terminus | inhibition, % at 3 µM | actives 0.44% (n = 360,000);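 active = inhibition above the screen-wide average plus 3 SD, cut at about 13% in these data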;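 also: forskolin and galanin both at EC90 stimulate the cells; cAMP rise reported by CNG channel membrane potential dye signal; 0% = forskolin plus galanin with DMSO and 100% = forskolin alone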
# Target sequence (O60755 1-299 limits assumed): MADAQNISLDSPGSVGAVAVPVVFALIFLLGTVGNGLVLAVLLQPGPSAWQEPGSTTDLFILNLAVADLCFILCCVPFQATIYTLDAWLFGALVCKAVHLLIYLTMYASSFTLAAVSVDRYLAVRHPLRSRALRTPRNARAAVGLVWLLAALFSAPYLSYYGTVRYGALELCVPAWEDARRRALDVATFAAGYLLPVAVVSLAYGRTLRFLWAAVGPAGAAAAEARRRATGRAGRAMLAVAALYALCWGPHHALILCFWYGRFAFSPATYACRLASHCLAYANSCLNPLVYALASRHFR
# Active calls of the source: *; / = not tested or not shown; [ ] = dose if it differs, or a comment.
SMILES,MEKK2 WT-MEK5,GPR7 antag,NALP1 inh,MEKK3 PB1 HTS,PHOSPHO1 inh,V1R ag counter,OXTR ag,MEKK2 mut-MEK5,GalR3 antagonist
CCOC(=O)C(=O)Nc1ccc(OC)c(Cl)c1,99,-10,6,102,28,1.1,0.3,-2,-3
CCC1=NN2C(=N)/C(=C\c3cccn3-c3ccc(C)cc3C)C(=O)N=C2S1,89,-5,8,95,48,-0.3,-1.8,-3,-5
NCCCC[C@@H]1NC(=O)c2cc([N+](=O)[O-])cc(I)c2SC[C@@H](C(N)=O)NC(=O)[C@H](Cc2ccc(O)cc2)NC1=O,116,9,18,99,-1,0.4,-0.2,10,/
Cn1c(C(=O)O)c(CC(=O)Nc2ccccc2F)c2ccccc21,113,-7,11,107,1,-0.4,-0.4,14,-2
CCC(=O)Nc1cc(C(=O)O)ccc1Sc1ccccc1,103,-6,-5,114,15,-0.1,0.7,-3,-3
COC(=O)c1sc2ncccc2c1OCc1ccccc1Cl,93,2,-5,95,7,-1.3,-2.4,-8,3
COc1ccccc1NC(=O)CSc1nnnn1-c1ccc(F)cc1,105,0,4,106,29,0.8,-0.1,4,-2
CCCCN(CC)C(=O)c1n[nH]c(=O)c2ccccc12,99,-6,27,98,3,0.2,-0.4,4,-7
CCOC(=O)C1CCCN(C2=NC(=O)/C(=C/c3ccc(N(C)C)cc3)S2)C1 (configuration not stated),87,20,16,90,-3,34*,35*,-4,-9
COc1ccc(/C=C(/NC(=O)c2ccccc2)c2nc3ccc(Cl)cc3[nH]2)cc1OC,105,-10,28,108,-2,2.7,3.9,5,0
COc1ccccc1C(=O)NNC(=O)C(=O)Nc1cccc(Cl)c1C,105,-5,-19,99,32,10,-0.9,2,-6
CC(C(=O)Nc1cc([N+](=O)[O-])ccc1Cl)N1CCN(c2ccccc2O)CC1 (configuration not stated),102,4,/,132*,9,-0.5,-1.7,0,-2
Cc1ccccc1C(=O)N1CCN(c2ccc(NC(=O)c3cccnc3)cc2)CC1,105,-12,9,104,-14,-0.1,0.9,7,-1
COC(=O)c1ccc(NC(=S)N2CCN(Cc3ccccc3OC)CC2)cc1,109,-4,-2,120,21,3.5,6.1,-3,7
CC1=NN(C(=O)c2ccc(Cl)cc2)C(O)(c2ccccc2)C1 (configuration not stated),101,-16,-3,101,17,-0.8,-1.3,2,-1
COc1ccc(OC)c(NC(=S)NCc2cccs2)c1,87,0,26,84,-14,0.0,-1.0,-7,-3
COCCN(C(=O)c1snc(C(N)=O)c1N)C(C(=O)NC1CCCC1)c1cc(OC)c(OC)c(OC)c1 (configuration not stated),98,-3,13,100,41,0.2,-0.2,-4,-10
C=CCN(CC=C)C(=O)CN1C(=O)c2ccccc2C1=O,91,13,-64,90,-10,0.1,1.3,-5,-2
CCOc1cc(C(N)=O)cc(Br)c1OCC,106,-4,6,100,-9,-0.8,-0.2,9,-5
CC(=O)Nc1cccc(C(=O)/C=C/c2ccc(Br)cc2)c1,101,20*,29,100,-2,6.6,9.6,-1,15*

# Reformatted with values under each structure: part of the list above.
# Screens in order: MEKK2 WT-MEK5, GPR7 antag, NALP1 inh, MEKK3 PB1 HTS, PHOSPHO1 inh, V1R ag counter, OXTR ag, MEKK2 mut-MEK5, GalR3 antagonist
COCCN(C(=O)c1snc(C(N)=O)c1N)C(C(=O)NC1CCCC1)c1cc(OC)c(OC)c(OC)c1 (configuration not stated)
→ 98, -3, 13, 100, 41, 0.2, -0.2, -4, -10
C=CCN(CC=C)C(=O)CN1C(=O)c2ccccc2C1=O
→ 91, 13, -64, 90, -10, 0.1, 1.3, -5, -2

# Next results
SMILES,MEKK2 WT-MEK5,GPR7 antag,NALP1 inh,MEKK3 PB1 HTS,PHOSPHO1 inh,V1R ag counter,OXTR ag,MEKK2 mut-MEK5,GalR3 antagonist
CNC(=S)N1N=C(c2ccc(C)cc2)CC1c1ccc(OC)cc1 (configuration not stated),98,10,1,105,-41,-0.5,-2.4,3,-5
Cc1ccc(C)c(SCC(=O)Nc2ccc(S(=O)(=O)Nc3ncccn3)cc2)c1,94,-14,3,96,46,-1.1,0.0,-3,-3
Cc1ccc(-c2cc(C(=O)Nc3ccc(S(=O)(=O)Nc4ncccn4)cc3)[nH]n2)c(O)c1C,93,-4,/,91,3,1.5,0.3,-18,-4
Cc1nc(Nc2ccc(Cl)c(Cl)c2)sc1C(=O)Nc1ccccc1,105,-10,32,93,2,5.5,3.7,4,-1
Cc1cc(Br)ccc1NC(=O)C1CCCO1 (configuration not stated),101,-10,27,100,10,0.1,-0.5,3,-2
O=C(NC1CCCN(Cc2ccccc2F)C1)C1CCC1 (configuration not stated),104,7,-1,99,/,-0.3,-0.6,0,-10
CCN(CC)C(=O)Cn1cc(S(=O)(=O)CC(=O)NCc2ccc(C)cc2)c2ccccc21,107,-8,4,101,25,-1.2,-0.6,5,2
CCOC(=O)c1sc(N2C(=O)C(O)=C(C(=O)c3ccc(C)o3)C2c2ccc(OC)c(OC)c2)nc1C (configuration not stated),88,-31,1,97,25,-0.6,-0.9,-4,34*
COC(=O)c1ccc2c(=O)n(CCCCCC(=O)NCc3ccccc3)c(=O)[nH]c2c1,91,-6,13,101,5,-0.6,-0.1,1,-4
Cc1cc(NC(=O)C2CC(c3ccccc3Cl)=NO2)no1 (configuration not stated),95,-8,20,96,15,0.9,0.0,-4,-2

# Compound profiles (already shown). Order of screens: MEKK2 WT-MEK5 | GPR7 antag | NALP1 inh | MEKK3 PB1 HTS | PHOSPHO1 inh | V1R ag counter | OXTR ag | MEKK2 mut-MEK5 | GalR3 antagonist
# Cc1ccc(-c2cc(C(=O)Nc3ccc(S(=O)(=O)Nc4ncccn4)cc3)[nH]n2)c(O)c1C as listed: 93 | -4 | / | 91 | 3 | 1.5 | 0.3 | -18 | -4
# Cc1ccc(C)c(SCC(=O)Nc2ccc(S(=O)(=O)Nc3ncccn3)cc2)c1 as listed: 94 | -14 | 3 | 96 | 46 | -1.1 | 0.0 | -3 | -3
# CCOC(=O)c1sc(N2C(=O)C(O)=C(C(=O)c3ccc(C)o3)C2c2ccc(OC)c(OC)c2)nc1C (configuration not stated) as listed: 88 | -31 | 1 | 97 | 25 | -0.6 | -0.9 | -4 | 34*
# Cc1cc(Br)ccc1NC(=O)C1CCCO1 (configuration not stated) as listed: 101 | -10 | 27 | 100 | 10 | 0.1 | -0.5 | 3 | -2
# Cc1nc(Nc2ccc(Cl)c(Cl)c2)sc1C(=O)Nc1ccccc1 as listed: 105 | -10 | 32 | 93 | 2 | 5.5 | 3.7 | 4 | -1

# Next section:
SMILES,MEKK2 WT-MEK5,GPR7 antag,NALP1 inh,MEKK3 PB1 HTS,PHOSPHO1 inh,V1R ag counter,OXTR ag,MEKK2 mut-MEK5,GalR3 antagonist
O=C(CSC1=NC2(CCCCC2)N=C1c1ccccc1)Nc1ccc2c(c1)OCCO2,99,-7,19,109,-21,-1.1,-2.1,-3,-1
CC(=O)c1cccc(NC(=O)CCCNC(=O)c2ccc(Cl)cc2)c1,105,-3,32,102,12,1.3,2.1,0,-6
CC(=O)C1=C(O)C(=O)N(c2ccc(O)cc2)C1c1cccc(F)c1 (configuration not stated),100,13,6,101,18,-0.4,0.8,-1,-12
O=C1C=C(N2CCOCC2)CCC1,103,/,/,102,/,0.2,0.2,4,-4
CCC(=O)Nc1ccc(C(=O)NNC(=O)C(c2ccccc2)c2ccccc2)cc1,96,-2,22,94,-4,0.8,0.8,4,7
Cn1nc(C(=O)Nc2ccc(S(=O)(=O)NCc3ccco3)cc2)c2ccccc2c1=O,99,-12,7,104,2,6.0,4.3,0,-5
CCn1nc(NC(=O)C(C)C)c2cc3cccc(C)c3nc21,100,-7,22,100,20,-1.8,-2.5,0,-2
Cc1ccc(-c2nc3ccccc3c(=O)o2)cc1,106,-13,9,97,-6,0.2,-1.2,3,-7
COc1ccc(NC(=O)C2CCCN(c3cnccn3)C2)c(OC)c1 (configuration not stated),105,-8,17,102,24,-0.2,0.4,2,-8
O=C(NCc1cccnc1)c1csc2c1CCCC2,110,0,20,106,-1,0.3,-1.9,-1,-2
Cc1ccc(NC(=O)NNC(=O)COc2ccc3ccccc3c2)cc1,101,13,17,100,51,-0.3,-0.1,3,-2
CCOC(=O)CSc1nc(N)nc(C)c1Br,103,-2,0,102,-12,-0.6,-1.3,5,-3
c1ccc(CO/N=C(\c2ccc(C3CC3)nc2)C2CC2)cc1,112,-15,-5,103,-6,0.0,-2.4,4,-3
C=CCc1ccccc1OCC(O)CN1CCN(c2ccc(C)cc2)CC1 (configuration not stated),105,-1,22,98,16,-0.7,-1.2,-1,-6
CCOC(=O)c1c(C)nc2sc(C(N)=O)c(N)c2c1-c1ccccc1,103,-5,10,102,3,-0.5,-2.4,1,1
CCN(CC)S(=O)(=O)c1ccc(NC=C(C#N)C#N)cc1,103,-12,/,102,9,1.6,1.4,10,-6
O=C(NNc1ccc(-c2csnn2)cc1)c1cc(Cl)cc(Cl)c1,101,0,/,100,-121,0.0,-1.8,-2,-5
COc1ccc(CNC(=S)Nc2cccc(C)c2)cc1,101,-4,4,102,0,1.1,-0.7,2,-1
CN(C)S(=O)(=O)c1ccc(NC(=O)/C=C/c2ccccc2Cl)cc1,105,-10,40,97,12,1.2,0.5,10,1
N#CC(c1ccccn1)(c1ncc(C(F)(F)F)cc1Cl)N1CCOCC1 (configuration not stated),105,5,12,106,-34,-0.2,-0.6,7,-7
O=C(N/N=C/c1ccc2ncccc2c1)c1cc(-c2cccs2)nc2ccccc12,30*[inhibitor],3,/,35*[inhibitor],25,0.3,-1.0,-12,1
CC(C)c1ccc(N2C(=O)CC(NNC(=O)c3ccccc3Cl)C2=O)cc1 (configuration not stated),92,-5,/,96,-11,2.8,1.8,-4,-2
O=C(CCS(=O)(=O)c1ccccc1)Nc1ccc(Cl)cn1,105,-6,12,103,15,1.1,-0.3,5,-2
COc1ccc(C(=O)c2c(-c3cccc(C)c3)oc3ccc(N4CCOCC4)cc23)cn1,103,-16,8,106,-2,1.7,-2.1,-3,-1
O=C(CNC(=O)C1COc2ccccc2O1)N/N=C/c1ccc(O)cc1O (configuration not stated),103,3,38,105,-4,0.4,0.4,0,-4
O=C(c1cc([N+](=O)[O-])ccc1N1CCOCC1)N1CCOCC1,98,-12,25,96,-1,-1.1,0.9,0,-3

# Quoted at random: 5 compounds from above.
SMILES,MEKK2 WT-MEK5,GPR7 antag,NALP1 inh,MEKK3 PB1 HTS,PHOSPHO1 inh,V1R ag counter,OXTR ag,MEKK2 mut-MEK5,GalR3 antagonist
O=C(CNC(=O)C1COc2ccccc2O1)N/N=C/c1ccc(O)cc1O (configuration not stated),103,3,38,105,-4,0.4,0.4,0,-4
O=C(NCc1cccnc1)c1csc2c1CCCC2,110,0,20,106,-1,0.3,-1.9,-1,-2
CCOc1cc(C(N)=O)cc(Br)c1OCC,106,-4,6,100,-9,-0.8,-0.2,9,-5
COc1ccc(NC(=O)C2CCCN(c3cnccn3)C2)c(OC)c1 (configuration not stated),105,-8,17,102,24,-0.2,0.4,2,-8
O=C(NC1CCCN(Cc2ccccc2F)C1)C1CCC1 (configuration not stated),104,7,-1,99,/,-0.3,-0.6,0,-10

# Bioassay records from PubChem BioAssay.
